IL-1B inflam inh = inhibitors of inflammasome signaling (IL-1 beta secretion). THP-1 LPS/ATP IL-1B secretion, AlphaLISA, 16 h; hits give low values. activity change, % at 57.5 µM. 360,000 tested, 4.7% active; in the data active = activity change below about -50%; inconclusive = mostly about -30% to -49%; also: % is scaled to controls: 0 for no effect and ±100 for the full control effect
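THP-1 cells pretreated 1 hr with compounds (up to 57.5 uM final), then stimulated with LPS (250 ng/mL final) plus ATP (1.25 mM final); secreted IL-1B measured by AlphaLISA after 16 hr, decreased signal indicating inhibition.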
MCF10A rereplic = DNA re-replication induction in MCF 10a cells; Potency, µM (top dose mostly 46.1 µM), inactives show at the top dose activity, positive = re-replication, actives largely listed as activators; AID 624296; MCF 10A DNA re-replication, Hoechst nuclear intensity, 48 h; 350,000 tested, 2.9% active; also: potency is read from the fitted curve at half-maximal effect; % of control where 0% means no effect; nearly all actives have a fitted effect of over 50% in size
HepG2 viability = counter-screen for TGF-b inhibitors: cytotoxicity in HepG2 cells. HepG2 CAGA-GFP viability, ATP luminescence, 18 h. Potency, µM (highest dose often 46.1 µM), for inactives: at the highest dose activity change, negative = cytotoxicity, most hits filed as cytotoxic. 410,000 tested, 0.76% active. AID 588856; also: potency is read from the fitted curve at half-maximal effect; some results filed as inactive show a strong effect at the top dose
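CellTiter-Glo luminescence gave cytotoxicity after 18 hours at 37 degrees C. The cells were HepG2 CAGA-GFP in 1% FBS DMEM, stimulated with 500 pg/mL TGF-beta after compound addition. %Activity was normalised to no-cell wells (complete cell-killing) and DMSO (no toxicity), and curves were fitted and classified.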
A549 tox = kills or reduces viability of A549 cells in Nrf2 counter-screen. A549 ARE-Fluc cells, CellTiter-Fluor viability, 18-24 h. Potency, µM (doses to about 46 µM), without a hit: at the highest dose activity change, negative = cytotoxicity, usual class: inhibitors. 390,000 tested, 0.16% active; also: potency is read from the fitted curve at half-maximal effect; % is scaled to controls: 0 for no effect and ±100 for the full control effect
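A549 ARE_Fluc cells in 5% FBS OPTI-MEM were exposed to compounds in concentration-response for 18-24 h at 37 deg C. Viability was read by CellTiter-Fluor fluorescence (Ex 405/Em 525) after 30 min, before the luciferase read.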
ATXN2 expr inh = inhibitors of ATXN2 expression. HEK-293 ATXN2-luciferase reporter, luminescence, 24 h. Potency, µM (titrated, usually from 57 µM), inactives show at the highest dose activity change, negative = inhibition, usual class: inhibitors. 360,000 tested, 0.72% active. AID 1745845; also: potency is read from the fitted curve at half-maximal effect; % is scaled to controls: 0 for no effect and ±100 for the full control effect; nearly all actives have a fitted effect of over 55% in size
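ATXN2-luciferase reporter cells (luciferase flanked by upstream and downstream ATXN2 gene portions) were treated 24 h at 37 °C with compounds at up to 57 uM. SteadyGlo luminescence gave expression; GF-AFC fluorescence gave viability.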
TGFb inhibitor = blocks TGF-b signaling. HepG2 CAGA-GFP TGF-b/SMAD3 reporter, GFP fluorescence, 18 h; TGF-beta stimulated, 500 pg/mL final. Potency, µM (series often up to 46.1 µM), for the others: at the highest dose activity, negative = inhibition, hits mostly inhibitors. 410,000 tested, 1.2% active; also: potency is read from the fitted curve at half-maximal effect; % is scaled to controls: 0 for no effect and ±100 for the full control effect; nearly all actives have a fitted effect of over 65% in size
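Read-out: total well GFP (ex488/em500-530) summed from mean per-cell fluorescence. Cells: HEPG2 CAGA-GFP, 1% FBS DMEM, 18 h at 37 degrees C with 500 pg/mL final TGF-beta. Unstimulated wells served as the full-inhibition control; stimulated DMSO wells = 0%.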
Nrf2 inh = inhibitors of Nrf2 signaling; A549 ARE-Fluc reporter, luciferase luminescence, 18-24 h; AID 504444; 360,000 tested, 2.1% active; Potency, µM (doses to about 46 µM), for the others: top-dose activity change, negative = inhibition, most hits filed as inhibitors; also: potency is read from the fitted curve at half-maximal effect; % is scaled to controls: 0 for no effect and ±100 for the full control effect; nearly all actives have a fitted effect of over 60% in size
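Reporter: ARE-Fluc in A549. Exposure: 18-24 h, 37 °C, 5% CO2, 5% FBS OPTI-MEM. Readouts: fluorescent cytotoxicity (CellTiter-Fluor), then luminescent Nrf2 signal after BugLite.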
ATXN viability = viability counter-screen for ATXN expression inhibitors; S2 cells (HEK-293 line with an ATXN2-luciferase reporter) viability, CellTiter-Fluor protease fluorescence, 24 h; Potency, µM (highest dose often 56.7 µM), hits mostly cytotoxic; 400,000 tested, 0.49% active; AID 651635; also: potency is read from the fitted curve at half-maximal effect; nearly all actives have a fitted effect of over 40% in size
Nrf2 activator = activates Nrf2 signaling; AREc32 ARE-luciferase reporter (MCF7-derived line), luminescence, 24 h; Potency, µM (series often up to 46.1 µM), for the others: at the highest dose activation, actives largely listed as activators; 410,000 tested, 0.31% active; also: potency is read from the fitted curve at half-maximal effect; % of control where 0% means no effect; nearly all actives have a fitted effect of over 65% in size
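AREc32 cells carrying an ARE-driven firefly luciferase reporter were seeded at 1000 cells/well in OPTI-MEM with 5% FBS, then exposed to compound for 24 hr at 37 deg C. Luminescence was read with Steady-Glo after 30 min at RT.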
An asterisk follows results filed as active; i = inactive; u = inconclusive; x = no result given; & = joins results of further samples; [ ] = dose if it differs, or a comment. Unless noted, calls follow the shape of the dose curve; as a rule, active = well fitted curve in the direction sought with a large enough effect; inconclusive = small, poorly fitted or top-dose-only effect, or another doubt; inactive = no such curve, though single readings can be large; an effect the other way counts as inactive or inconclusive. Random draw from the library (roughly 8.8% active in at least one column).

compound,IL-1B inflam inh,MCF10A rereplic,HepG2 viability,A549 tox,ATXN2 expr inh,TGFb inhibitor,Nrf2 inh,ATXN viability,Nrf2 activator
CCOC(=O)c1c(C)[nH]c(C(=O)CSc2nc(C)cc(C)n2)c1C,-26,6%,-5%,-2%,-2%,-1%,u,i,2.8%
CC(=O)Nc1ccc(NC(=O)C2Cc3c(-c4cccc(C(C)=O)c4)ccnc3O2)cc1 (stereo not given),30,x,0%,x,12%,27%,x,i,-0.7%[9.22 µM]
CCOC(=O)CSc1ccc(S(=O)(=O)N(C)C2CCCCC2)cc1[N+](=O)[O-],16,u,-10%,21%,-7%,-2%,8%,i,0.2%
CCOCC(=O)Nc1ccccc1C(=O)N1CCOCC1,-12,-1%,7%,9%,2%,21%,-2%,i,0.4%
CC(C)n1nc(C(=O)NC2CCCCCC2)c2ccccc2c1=O,45,u,-14%,4%,-16%,-4%,0%,i,2.7%
O=C(O)c1ccccc1/C=N/NC(=S)NC1CCCCC1,-10,u,-3%,-6%,5%,13%,-11%,i,0.2%
N#C/C(=C/c1ccc(-c2ccc([N+](=O)[O-])cc2)o1)c1nnc(N2CCOCC2)n1-c1ccccc1,-7,-18%,-18%,-15%,3%,-9%,1%,i,-0.8%
CCOc1cc(CNCc2ccccn2)cc(Cl)c1OCC,-7,-1%,-9%,0%,-9%,-14%,0%,i,0.2%
CCCCC(=O)Nc1ccc2c3c(cccc13)CC2,7,u,6%,12%,17%,-2%,6%,i,2.1%
CCCS(=O)(=O)c1nc(S(=O)(=O)c2ccc(C)cc2)c(NCCCn2ccnc2)s1,u,3%,0%,2%,-2%,6%,15%,i,0.0%
Cn1c(=O)c(C(=O)c2ccccc2)c(O)c2ccccc21,29,u,-11%,-3%,14%,-12%,7%,i,0.7%
O=CNC1(c2ccccc2)CCCCC1,0,3%,-1%,10%,u,-6%,8%,i,-0.7%
CCOC(=O)C1=C(COC(=O)CCc2ccc(F)cc2)NC(=O)NC1C (stereo not given),11,0%,5%,-3%,x,6%,u,i,-0.1%
COc1ccc(N2C(=O)CC(Sc3nc(C)cc(C)c3C#N)C2=O)cc1 (stereo not given),1,2%,3%,-5%,59%[activator],-5%,10%,i,3.0%
CCn1cc(Cl)c(C(=O)Nc2ccc(OC)c(OC)c2)n1,-20,16%,-14%,4%,20%,-16%,-5%,i,2.8%
COc1ccc(Cc2nnc(NC(=O)c3cccs3)s2)cc1,16,-2%,6%,-4%,35%,-2%,u,i,0.1%
CC(C)NC(=O)COC(=O)c1ccc(Cl)c(S(N)(=O)=O)c1,-7,11%,-15%,1%,-17%,11%,u,i,-0.2%
Cc1c(NC(=O)c2ccc(Br)s2)c(=O)n(-c2ccccc2)n1C,10,-5%,-1%,0%,-8%,7%,u,u,-0.6%
CC1C(=O)N(Cc2cn(Cc3ccco3)nn2)CCS(=O)(=O)N1Cc1ccc(-c2ccc(Cl)cc2)cc1 (stereo not given),-28,x,-43%,x,u,u,x,u,0.0%
Cc1cc(NC(=O)COC(=O)C2COc3ccccc3O2)no1 (stereo not given),-3,0%,8%,0%,2%,-11%,-4%,i,0.0%
CCOc1ccc(-c2cc(CCCC(=O)Nc3cc(OC)ccc3OC)no2)cc1,11,6%,4%,-10%,u,11%,u,i,-1.6%
CCNC(=O)N(C)[C@H]1C[C@H]2c3[nH]c4ccccc4c3CCN2C[C@H]1[C@H](C)O,18,x,-1%,x,14%,-1%,x,i,3.7%
COc1cccc(NC(=O)CN(C)C(=O)/C=C/c2cc(OC)ccc2OC)c1,-18,0%,9%,-1%,0%,13%,-10%,i,-0.1%
CC(C)Oc1cc(F)ccc1-c1cc(C(=O)NCCc2ccncc2)[nH]n1,-9,x,-10%,x,-10%,6%,x,i,-0.4%
CN(C)Cc1c(C(C)(C)O)[nH]c2ccc(C(F)(F)F)cc12,-24,1%,-27%,-2%,3%,-6%,2%,i,4.9%
Cc1ccc(-c2nnc(OCC3CCCO3)c3ccccc23)cc1 (stereo not given),-66*,u,-16%,-14%,-19%,-4%,u,i,2.4%
O=S(=O)(Cc1ccccc1)N1CCN(c2ccccc2)CC1,11,-1%,4%,-8%,u,0%,-12%,u,-0.3%
COc1ccccc1OCCCC(=O)NCc1ccco1,-10,-2%,5%,4%,-13%,24%,29%,x,4.4%
Cc1ccc(C)c(N2CN(Cc3ccco3)CNC2=S)c1,-3,-1%,-11%,4%,-20%,-24%,-15%,i,-0.2%
CCC(Nc1ccc(-c2nc(-c3ccccn3)no2)cc1[N+](=O)[O-])c1ccccc1 (stereo not given),x,x,3%,-10%,73%[activator],34%,-25%,i,7.8%
Cc1c(-c2nc(-c3ccc(C(C)(C)C)cc3)no2)n(C)oc1=O,28,0%,-14%,0%,60%[activator],14%,u,i,-1.3%
CCOc1ccc(/C=C2\SC(=S)N(NS(=O)(=O)c3ccccc3)C2=O)cc1OC,-1,10%,-28%,-12%,x,-15%,1%,i,-0.2%
COc1ccc(SCc2noc(C(=O)NCC3CCCO3)c2C(=O)O)cc1 (stereo not given),15,1%,5%,1%,-1%,1%,-7%,i,0.0%
COc1cc(NC(=O)CCS(=O)(=O)c2ccc3c(c2)CC(=O)N3C)cc(OC)c1OC,x,x,-15%,-2%,14%,-7%,u,i,-0.7%
COc1ccc(NC(=O)N2CCCC2C(=O)Nc2ccccc2)cc1 (stereo not given),31,-6%,-27%,4%,2%,-4%,-6%,u,-0.2%
Cc1ccc(C(=O)OCC(=O)N(C)c2ccccc2)c(C)c1,u,-2%,-17%,0%,6%,-23%,4%,i,2.3%
CCOC(=O)C1(CCOc2ccccc2)CCN(Cc2cccc3nonc23)CC1,-27,u,-6%,-11%,x,0%,21µM*,i,-0.9%
N#Cc1cc(C(=O)c2cc(Br)ccc2O)cn(C2CCCCC2)c1=O,-80*,0%,-16%,u,u,u,u,u,0.0%
CC(C)Cc1nc(SCc2cccnc2)c2c(=O)n(C)c(=O)n(C)c2n1,-16,-1%,-15%,-19%,x,-19%,u,i,1.7%
CCN(CC)S(=O)(=O)c1ccc(N2CCOCC2)c(NC(=O)CC(C)(C)C)c1,15,9%,-5%,1%,-9%,-2%,-4%,i,-0.2%
Cc1ccc(CC2S/C(=N/c3ccccn3)NC2=O)cc1 (stereo not given),14,13%,1%,-5%,1%,-26%,11%,i,-0.2%
CNC(=S)N(CCCO)Cc1cc2cc3c(cc2[nH]c1=O)OCO3,4,-9%,-1%,0%,-5%,-4%,-1%,i,1.9%
CCn1cc(SCC(=O)N2CCc3ccccc32)c2ccccc21,-2,0%,-34%,14%,7%,-23%,14%,i,5.0%
CCCCn1c2nc3ccccc3nc2c2c(=O)n(C(C)CC)cnc21 (stereo not given),u,-1%,2%,11%,-2%,-10%,2%,i,0.6%
C/C(=N\Nc1ccccc1[N+](=O)[O-])c1ccc(N2CCOCC2)cc1,-2,-1%,11%,-6%,25%,11%,u,i,-0.1%
CN(C)S(=O)(=O)c1cccc(NC(=O)CSc2cccc3cccnc23)c1,-105*,u,16µM*,-4%,u,u,-3%,x,5.7%
CCN(CC(=O)Nc1cc(Cl)ccc1C)C(=O)C1CC1,6,17%,11%,0%,6%,-13%,4%,i,0.5%
COc1ccccc1-c1cc(C(=O)N/N=C/c2cccs2)c2ccccc2n1,-3,14µM*,-29%,-14%,62%[activator],-5%,u,i,-0.2%
O=C(CS(=O)(=O)c1ccccc1)Nc1ncc([N+](=O)[O-])s1,24,-2%,4%,-22%,-13%,0%,-8%,u,0.2%
Cc1ccc(S(=O)(=O)N(CC(=O)Nc2cccc([N+](=O)[O-])c2)C(=O)N2CCN(C)CC2)cc1,-8,-12%,7%,-5%,-1%,-2%,13%,i,-0.4%

Continued; it opens with the 2 that closed the last part.
compound,IL-1B inflam inh,MCF10A rereplic,HepG2 viability,A549 tox,ATXN2 expr inh,TGFb inhibitor,Nrf2 inh,ATXN viability,Nrf2 activator
O=C(CS(=O)(=O)c1ccccc1)Nc1ncc([N+](=O)[O-])s1,24,-2%,4%,-22%,-13%,0%,-8%,u,0.2%
Cc1ccc(S(=O)(=O)N(CC(=O)Nc2cccc([N+](=O)[O-])c2)C(=O)N2CCN(C)CC2)cc1,-8,-12%,7%,-5%,-1%,-2%,13%,i,-0.4%
O=C(O)C1CCCCC1C(=O)Nc1nc(-c2cccs2)cs1 (stereo not given),31,-1%,4%,1%,0%,6%,x,i,3.4%
COc1cccc(C(=O)Cn2c(NCCCO)nc3ccccc32)c1,-13,-2%,-21%,-9%,x,9%,1%,u,-0.6%
COc1ccc(NC(=O)c2c(NCc3cccc(OC)c3)sc3c2CCCC3)cc1,x,x,-28%,u,u,u,x,u,4.5%
CCC(CO)Nc1ccn2nc(-c3cc(OC)c(OC)c(OC)c3)cc2n1 (stereo not given),u,x,-1%,x,10%,-4%,x,i,14%
C[C@H]1O[C@@H](n2cc(F)c(=O)[nH]c2=O)[C@H](O)[C@@H]1O,6,-29%&13%,-1%,1%,3%&8%,24%,-17%,i,0.0%
